Screening results: PubChem BioAssay, several laboratories
CHRM5 antagonist = CHRM5 antagonism in calcium assay; CHO-hM5 cells, Fluo-8 calcium fluorescence, ACh EC80; inhibition, % at 3 µM; 0.59% of 360,000 active;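 active = inhibition above a per-plate cutoff, the mean of that plate's test compounds plus 3 SD, cut at about 27% in these data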;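 also: 0% = acetylcholine EC80 with DMSO and 100% = DMSO without agonist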
Target sequence (P08912 whole entry, looked up): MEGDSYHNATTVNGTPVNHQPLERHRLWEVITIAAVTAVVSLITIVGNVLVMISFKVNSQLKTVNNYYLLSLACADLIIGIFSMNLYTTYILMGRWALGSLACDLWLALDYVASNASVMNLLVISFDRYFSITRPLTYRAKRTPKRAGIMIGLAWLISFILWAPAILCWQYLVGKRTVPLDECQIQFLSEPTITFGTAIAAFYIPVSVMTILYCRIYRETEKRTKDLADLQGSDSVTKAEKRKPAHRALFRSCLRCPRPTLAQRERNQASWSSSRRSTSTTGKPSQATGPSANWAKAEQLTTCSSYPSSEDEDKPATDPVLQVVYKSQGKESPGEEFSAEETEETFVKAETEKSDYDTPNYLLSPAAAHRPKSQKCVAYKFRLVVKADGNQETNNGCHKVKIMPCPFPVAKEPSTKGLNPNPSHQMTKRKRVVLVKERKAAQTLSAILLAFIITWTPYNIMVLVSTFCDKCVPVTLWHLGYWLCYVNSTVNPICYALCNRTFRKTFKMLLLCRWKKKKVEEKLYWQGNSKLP
M5 PAM = potentiates acetylcholine response at human M5 receptor. P08912. CHO-K1 hM5, Fluo-8 calcium, ACh EC20 PAM; 0% = ACh EC20, 100% = ACh EC100. activation, % at 3 µM. 0.3% of 360,000 active. AID 624038;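 active = activation above the run cutoff, the mean activation of all test compounds plus 3 SD, cut at about 18% in these data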
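system = human M5 receptor in CHO-K1 cells | compound = one concentration, 3 µM final (nominal) | schedule = Post-acetylcholine fluorescence recording 140 s | signal = Fluo-8 calcium dye fluorescence, kinetic read | benchmarks = low control EC20 acetylcholine (0%), high control EC100 acetylcholine (100%) | repeats = singlicate, one well per test compound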
CHRM4 agonist = CHRM4 agonism in calcium assay | 0.14% of 360,000 active | activation, % at 3 µM | P08173 | CHO-K1 hM4/Gqi5, Fluo-8 calcium fluorescence; vehicle 0%, full acetylcholine response 100%;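 active = activation above the run mean over all test wells plus 3 SD, cut at about 32% in these data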;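 also: peak over basal fluorescence ratio per well then scaled between controls; 0% = DMSO wells and 100% = acetylcholine at EC100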
CRFR2-BP antag = blocks CRF-induced signaling of the CRF-BP/CRF-R2 complex; HEK293 CRF-R2/CRF-BP, CRF-induced calcium fluorescence; inhibition, % at 11.8 µM; 0.59% of 350,000 active;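 active = inhibition of the ligand-induced calcium signal above about 50% at the single tested concentration, limit read from the data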
CHRM4 PAM = positive allosteric modulators of human muscarinic M4 receptor | P08173 | CHO-K1 hM4/Gqi5, Fluo-8 calcium fluorescence, ACh EC20; 0% = ACh EC20, 100% = maximal ACh | activation, % at 3 µM | 0.4% of 360,000 active | AID 624126;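 active = activation above its plate's cutoff, the mean activation of sample wells plus 3 SD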; also: some results filed as inactive read as strong as hits
CHRM1 PAM = positive allosteric modulators of human M1 muscarinic receptor; 0.088% of 360,000 active; CHO-K1 hM1, Fluo-8 calcium fluorescence, ACh EC20; 0% = ACh EC20, 100% = maximal ACh; activation, % at 3 µM; in the data active = activation above about 19%, passing the limit was not always enough
Target sequence (P11229 whole entry, looked up): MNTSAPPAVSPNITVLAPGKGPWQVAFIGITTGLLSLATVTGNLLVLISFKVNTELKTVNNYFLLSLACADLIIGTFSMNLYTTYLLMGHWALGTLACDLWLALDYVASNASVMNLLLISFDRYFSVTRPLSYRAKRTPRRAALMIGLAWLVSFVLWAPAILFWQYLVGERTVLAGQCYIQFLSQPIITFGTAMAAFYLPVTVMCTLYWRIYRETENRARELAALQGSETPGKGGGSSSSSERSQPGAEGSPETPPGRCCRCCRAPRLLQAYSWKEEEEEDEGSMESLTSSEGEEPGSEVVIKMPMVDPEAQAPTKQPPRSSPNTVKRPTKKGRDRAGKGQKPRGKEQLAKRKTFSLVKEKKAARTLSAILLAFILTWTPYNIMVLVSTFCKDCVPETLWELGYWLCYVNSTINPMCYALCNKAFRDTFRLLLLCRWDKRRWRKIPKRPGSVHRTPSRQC
CRFBP-R2 agonist = agonists of human CRF-binding protein/CRF-R2 receptor complex. 0.46% of 350,000 active. activation, % at 13.2 µM. HEK293 CRF-R2/CRF-BP, calcium dye fluorescence (FLIPR); percent of saturating CRF peptide response;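 active = activation of at least 50%, plus an integration ratio under a set limit after plate pattern correction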;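 also: plate controls were neutral control wells without compound for no effect and CRF at EC100 for full effect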
M4 antag = blocks acetylcholine activation of human M4 receptor | 0.73% of 360,000 active | CHO-hM4 cells, ACh EC80, Fluo-8 calcium fluorescence | inhibition, % at 3 µM;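 active = inhibition above its plate's cutoff, the mean inhibition of sample wells plus 3 SD, cut at about 27% in these data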;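 also: 0% = acetylcholine EC80 with DMSO and 100% = DMSO without agonist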
CHRM5 agonist = CHRM5 agonism in calcium assay | P08912 | CHO-K1 hM5 cells, Fluo-8 calcium fluorescence; 0% DMSO wells, 100% maximal acetylcholine response | activation, % at 3 µM | 0.19% of 360,000 active;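 active = activation above the run's mean over test compounds plus 3 SD, cut at about 23% in these data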;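 also: signal is peak over basal fluorescence ratio across the kinetic read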
An asterisk follows results filed as active; x = no result given.

Structure	M4 antag	CRFR2-BP antag	M5 PAM	CHRM4 agonist	CHRM1 PAM	CHRM4 PAM	CHRM5 agonist	CRFBP-R2 agonist	CHRM5 antagonist
O=S(=O)(c1ccccc1)N1CCN=C1SCc1ccc(Cl)c(Cl)c1	10	-23	-11	3	-8	-9	0	19	10
O=CNC(=O)c1ccccc1C(=O)O	7	22	5	0	-3	-4	-1	0.2	-9
COc1ccc(-c2cc(-c3ccccc3)c(C#N)c(SCC(=O)Nc3ncc(C)s3)n2)cc1	8	-7	-8	1	-4	4	-1	1.0	2
COC(=O)c1ccc2c(c1)S(=O)(=O)NC(=NCCCN1CCOCC1)S2	2	2	9	1	4	1	-5	-0.7	-13
CCCCN(CCCC)C(=O)C1(P(=O)(c2ccccc2)c2ccccc2)CCC1	-9	-14	0	-2	12	-3	-5	0.1	3
COc1ccc(-c2nn(-c3ccccc3)cc2C(=O)OCC(=O)c2ccc(C)c([N+](=O)[O-])c2)cc1	5	-1	-1	5	-9	4	0	-0.4	5
CN(C)c1ccsc1C(=O)NNS(=O)(=O)c1ccc(Cl)cc1	9	-7	-17	24	-6	-10	0	-1.0	19
COCCn1c(C)cc(C(=O)COC(=O)/C=C/c2cccc(OC)c2)c1C	1	-21	-9	4	2	5	0	2.4	-7
NC12NC(=O)C3(O)C4C5CC(C6C5C3C61)C42 (stereo unspecified)	-5	11	5	1	5	4	1	2.1	8
Cc1[nH][nH]c(=O)c1C(c1c(C)[nH][nH]c1=O)c1cn(Cc2ccc(Cl)c(Cl)c2)c2ccccc12	1	-41	-8	1	10	-8	15	-1.8	2
O=C(CCc1nnc(-c2ccc3c(c2)OCO3)o1)NC(c1ccccn1)C(F)(F)F (stereo unspecified)	-7	6	-1	1	4	0	0	-0.4	-8
CN(C)c1ccc(C=C2C(=O)OC(C)(C)OC2=O)cc1	0	52*	-2	0	5	-1	3	1.4	-6
COc1cc(/C=C(/C(=O)c2cccs2)c2nc3ccccc3[nH]2)cc(OC)c1O	-4	0	2	5	9	-4	1	-0.9	-3
Cn1nc(-c2ccccc2)c(N2CCCCC2)cc1=O	-2	-8	7	1	20	10	-5	-0.3	7
CCc1ccc2c(c1)C(c1ccc([N+](=O)[O-])cc1)=NNC(c1ccccc1)=N2	3	-19	3	-1	12	0	-3	-3.7	-1
CC(=O)Nc1ccc(NC(=O)c2cc(-c3ccc(C)cc3O)n[nH]2)cc1	-16	11	1	1	9	5	-2	0.5	-3
COc1ccc(-c2cc(C)no2)cc1S(=O)(=O)N(C)c1cccc(C)c1	-12	-19	-2	4	13	1	-6	1.4	-1
CCOc1cc(S(=O)(=O)n2cc(-c3ccc(F)cc3)c(N)n2)cc(OCC)c1OCC	0	3	-1	0	2	-7	-4	1.4	3
CCOC(=O)C1(Cc2cccc(Cl)c2)CCCN(C2CCN(C(C)=O)CC2)C1 (stereo unspecified)	-3	8	0	2	5	-2	-2	0.0	3
Cc1ccc(NC(=O)C2=C(C(=O)O)CCCC2)cc1F	5	0	0	1	3	7	-1	-0.4	0

Some of the entries so far, with the structure last:
M4 antag | CRFR2-BP antag | M5 PAM | CHRM4 agonist | CHRM1 PAM | CHRM4 PAM | CHRM5 agonist | CRFBP-R2 agonist | CHRM5 antagonist | structure
0 | 52* | -2 | 0 | 5 | -1 | 3 | 1.4 | -6 | CN(C)c1ccc(C=C2C(=O)OC(C)(C)OC2=O)cc1
1 | -21 | -9 | 4 | 2 | 5 | 0 | 2.4 | -7 | COCCn1c(C)cc(C(=O)COC(=O)/C=C/c2cccc(OC)c2)c1C

The results go on:
Structure	M4 antag	CRFR2-BP antag	M5 PAM	CHRM4 agonist	CHRM1 PAM	CHRM4 PAM	CHRM5 agonist	CRFBP-R2 agonist	CHRM5 antagonist
CCO[C@H]1OC(C(=O)NC2CC2)=C[C@@H](c2ccc3c(c2)OCO3)[C@@H]1CCCO	4	1	-6	3	1	1	6	-3.0	1
O=C(O)c1cc(OCc2ccccc2)cc(OCc2ccccc2)c1	4	6	-6	0	6	-2	-6	-1.2	7
Fc1ccc(CNCCC(Cc2ccccc2)c2ccco2)cc1 (stereo unspecified)	10	-1	-8	8	-3	-9	-8	3.3	-3
NS(=O)(=O)c1cccc(NC(=O)COC(=O)c2ccccc2C(=O)c2ccccc2)c1	-3	-12	5	7	16	13	5	0.7	1
O=C(O)CN1C(=O)C=CC1=O	-5	-12	0	1	7	5	1	-0.6	-1
CCc1ccccc1N(C)S(=O)(=O)c1ccc2[nH]cc(C(=O)N3CCc4ccccc43)c(=O)c2c1	0	-60	-5	6	-9	3	-1	1.1	16
CN(C(=O)COc1ccccc1)c1nnc(-c2ccncc2)s1	-2	-6	8	1	8	1	-2	0.6	-6
Cc1cccc(Oc2coc3cc(O)ccc3c2=O)c1	-8	11	-3	2	0	2	-1	0.9	0
COc1cccc(/C=N/n2c(COc3ccccc3)n[nH]c2=S)c1	-14	8	-3	1	6	1	-2	0.6	9
COc1ccc(OCCSc2nnc(CCNC(=O)c3ccc(OC)cc3)n2C)cc1	4	4	0	0	4	0	3	-2.5	-15
CCCn1c(N)c(N(CCOC)C(=O)c2cccc(C(F)(F)F)c2)c(=O)[nH]c1=O	-15	7	0	1	12	-1	-3	1.2	9
Cc1cc(C)n(CCNS(=O)(=O)c2ccc(C)c(C)c2)n1	12	11	0	1	-5	-2	-3	1.1	9
CCOC(=O)c1cccc(NC(=O)C2CCCN(S(=O)(=O)c3c(C)n[nH]c3C)C2)c1 (stereo unspecified)	1	9	-8	1	-5	-4	-1	0.1	6
CC(C)(C)C(=O)Nc1ccccc1C(=O)NCCCn1ccnc1	1	-6	-1	1	-6	-1	-1	0.7	0
Nc1nnc(SCC(=O)NC2CCCC2)s1	1	9	-3	0	3	-2	-1	-1.8	-6
COc1ccc(N2CCN(c3ncnc4nc[nH]c34)CC2)cc1	6	-15	-5	1	1	-4	2	-1.2	-1
COc1ccc(CCN2C(=O)c3ccccc3C2c2nnnn2Cc2ccccc2)cc1OC (stereo unspecified)	-19	x	-16	17	x	4	0	x	-2
COc1ccc(-c2c(-c3cccc(C)c3)oc3ccc(-c4ccc5c(c4)OCO5)cc23)cn1	-7	5	5	1	6	15	1	-0.7	-5
Cc1nnc(SCC(=O)NCC(=O)Nc2ccc(F)c(F)c2F)n1Cc1ccccc1	-1	6	-1	1	7	3	-2	-0.2	-2
Cc1cc(NC(=O)CSc2nc3ccccc3n2CC(=O)N2CCC(C)CC2)no1	-6	4	-3	1	7	-4	-3	-0.9	-8
Cc1c(Cl)cccc1NC(=S)NCCc1ccccn1	-3	0	0	0	9	3	-1	-0.5	2
O=C(COc1cccc(C(F)(F)F)c1)NCCCN1CCCC1=O	8	11	4	1	20	-2	4	-0.7	6
O=C(Nc1oc2ccc(Cl)cc2c(=O)c1-c1ccc(F)cc1)c1ccco1	-3	9	-1	3	3	3	4	-0.6	-4
COc1ccccc1CC(=O)N1CCN(c2ccccn2)CC1	4	6	1	1	10	-4	0	-0.8	-2
CSCCOC(=O)C1=C(C)NC(=O)CC1c1ccccc1Cl (stereo unspecified)	-19	5	-12	7	-1	5	-8	-0.9	-10
COc1ccc(Cn2nnc3ccccc32)cc1	7	9	-1	1	-17	-10	-9	-5.5	10
COc1ccc(S(=O)(=O)N2CCN(C3CCN(Cc4ccccc4)CC3)CC2)cc1	19	-9	-10	-1	-20	-12	-13	-3.8	-2
COc1ccc(N(Cc2ccccc2)C(=O)c2ccccc2[N+](=O)[O-])cc1	-5	16	-3	-2	7	9	-5	-3.4	12
CC(=O)N1c2ccc(S(=O)(=O)N(C)CC(=O)NCc3ccc(C)cc3)cc2CC1C (stereo unspecified)	-15	16	0	0	6	6	-2	-0.2	6
CC(C(=O)O)N1C(=O)CSc2ncccc21 (stereo unspecified)	2	16	3	1	13	8	2	-0.1	-3
NC(=O)NS(=O)(=O)Oc1ccccc1	-1	3	-1	1	7	5	4	0.3	6
C=C(C)c1cccc(C(C)(C)NC(=O)N2CCN(C/C=C/c3ccccc3)CC2)c1	-5	1	-8	4	-8	-5	-11	2.3	0
CO[C@@]1(NC(=O)Cc2cccs2)C(=O)N2C(C(=O)O)=C(COC(N)=O)CS[C@@H]21	-3	-1	-3	1	3	4	1	-0.5	2
Cc1onc(-c2c(Cl)cccc2Cl)c1C(=O)N1CCCCC1	13	-5	2	0	0	-6	1	1.4	14
O[C@@H](CNC[C@H](O)c1ccccc1)c1ccccc1	-2	-9	-3	1	12	2	-9	0.3	-3
CCCc1cc(C(=O)Nc2ccccc2SC)no1	-1	-15	-8	17	-13	-3	1	1.2	7
COC(=O)C1(CCSC)NC(c2ccccc2OC)C2C(=O)N(C)C(=O)C21 (stereo unspecified)	-4	6	0	1	11	2	-3	-0.5	-2
Cc1ccc(C(=O)CC2(O)C(=O)N(C)c3ccccc32)s1 (stereo unspecified)	-7	1	0	2	0	11	-1	-0.7	-2
Cc1nc2ccccn2c1C(=O)NN=C1CCN(C)CC1	-5	5	-2	2	7	-5	-1	9.2	8
O=C(NCC1CCCCC1)c1cc(Br)ccc1Cl	-3	0	13	-1	16	-2	-1	-1.4	-10
Brc1ccc(-c2nc(-c3ccncc3)no2)o1	16	-15	1	0	8	15	6	0.6	-9
CNC(=S)N1CCc2cc(OC)c(OC)cc2C1	7	11	5	0	11	13	1	-1.5	9
O=Cc1ccc(-c2ccc(Cl)cc2Cl)[nH]1	-3	-32	-2	-1	3	11	-6	-0.8	1
O=C1[C@H]2[C@@H](C3CC3)N3C(=O)CN(CC4CC4)C(=O)[C@@]3(Cc3ccccc3)[C@H]2C(=O)N1c1ccccc1	-14	7	-1	1	7	14	-1	-1.4	-4
COC(=O)c1cc(S(=O)(=O)Nc2cccc(C)c2C)cn1C	-16	-4	-2	4	7	8	2	-1.1	-5
Cc1ccc(S(=O)(=O)N2CCC(=O)N([C@H](COCc3ccc(Cl)c(Cl)c3)Cc3ccccc3)CC2)cc1	-3	x	5	0	x	2	0	x	-5
CC(=O)c1cccc(Nc2cc(C)nc3ccc(C)cc23)c1	-21	12	-1	0	2	-15	-8	0.4	-11
CCOC(=O)C1(Cc2cccc(OC)c2)CCN(Cc2cccnc2)CC1	-9	0	-6	3	0	0	-10	-2.2	-5
O=C(c1[nH]c(C(F)(F)F)nc1-c1ccccc1)N1CCN(C/C=C/c2ccccc2)CC1	5	x	6	0	-4	1	2	x	1
CS(=O)(=O)N1CCN(c2ccccc2[N+](=O)[O-])CC1	7	6	6	1	-7	-5	-2	-3.4	-10
CCCS(=O)(=O)N1CCN(CCN2C(=O)c3cccc4cccc(c34)C2=O)CC1	-1	-12	-6	2	-1	-9	1	-1.2	5
COc1ccc([C@H]2CN(c3ccc(OC)cc3)C(=O)[C@@H]2CC(=O)Nc2ccccc2)cc1	-2	-6	-2	2	0	-3	-1	1.7	-2
C=CCn1c(C)nc2c(sc3nc4c(cc32)COC(C)(C)C4)c1=O	4	-6	-19	13	-9	-26	9	-2.8	6
CCOc1ccc(NC(=O)NCc2cccnc2)cc1	1	10	-6	1	5	8	-3	-2.7	0
CC(OC(=O)c1cnccn1)C(=O)c1ccccc1 (stereo unspecified)	0	10	3	0	10	10	0	-0.5	3
